BCR signal inh = qHTS Assay to Find Inhibitors of Chronic Active B-Cell Receptor Signaling | ABC-DLBCL IkBa-CBG/CBR reporter, luminescence ratio, 4 h | AID 493014, 2011 | 340,000 tested, 0.05% active | Potency, µM (titrated, usually from 46.1 µM), for the others: at the top dose ratio change, negative = lower green/red ratio, most hits filed as inhibitors; active means well fitted inhibition curve with a large enough effect in the signal ratio, with a control signal flat, not every such curve was filed as active; inconclusive means small, poorly fitted or top-dose-only effect, or effect the other way, or a change in a side signal; the % refers to the signal ratio;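 further: plate controls were basal doxycycline-induced cells for no effect and cells given 10 µM MG132 for full effect; MG132 reads +100%, hits lower the ratio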
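Concentration-response series (up to 46 uM) were applied to TMD8 dual-reporter cells for 4 h at 37C with doxycycline. Green/red ratio, after filter-overlap correction, defined %Activity; red signal alone was normalised to basal cells and zero luminescence.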
The depositor's hits bear a star; u = inconclusive. Potency means the concentration at half of the fitted maximal effect. This is a subset. The share of hits here may be higher or lower than overall.

A first look, 16 compounds:
SMILES	BCR signal inh
COc1cc(C(=O)NCC(c2cccs2)S(=O)(=O)c2cccs2)cc(OC)c1OC (centres undefined)	0%
Cc1nc(-c2ccc(C)c(S(=O)(=O)N3CCC(C(=O)Nc4ccc(Cl)cc4)CC3)c2)no1	u
Cc1ccc(-c2ccc(=O)n(CC(=O)NC(C)c3ccccc3)n2)cc1 (centres undefined)	3%
CCc1ccc(NC(=O)CSc2nnc3[nH]c(=O)cc(-c4ccccc4)n23)cc1	-8%
Cc1nc2nc(SCC(=O)Nc3cccc(Cl)c3)nn2c(C)c1Cc1ccccc1	13%
CCN(CC)CCNc1ncnc2c1cnn2-c1cc(Cl)ccc1C	-6%
COC(=O)C1CCN(C(c2ccccc2Cl)c2sc3nc(-c4ccco4)nn3c2O)CC1 (centres undefined)	5%
Fc1ccc(-n2ncc3c(N4CCCCCC4)ncnc32)cc1	21%
COC(=O)c1cccc(Nc2c(-c3ccc(O)c(OC)c3)nc3nc[nH]n23)c1	u
Cc1ccc(C)c(CN2C(=O)c3ccccc3Sc3ccc(C(=O)NCCCOC(C)C)cc32)c1	u
COc1ccc(NC(=O)C(C(C)C)N2Cc3ccccc3C2=O)cc1 (centres undefined)	0%
Cc1ccc(NC(=O)/C=C/c2ccc(Cl)cc2)c(Br)c1	-3%
Cc1ccc(S(=O)(=O)N(CCc2ccccc2)CC(=O)Nc2ccccc2C)cc1	17%
COc1cc(Cl)c(C)cc1NC(=O)c1cc(S(=O)(=O)N2CCCC2)ccc1F	-1%
CCOc1ccc(-c2nnc(SCC(=O)NC3CCCC3)nc2-c2ccc(OCC)c(OC)c2)cc1OC	-14%
COc1cccc(CNC(=O)C(=O)NCC(c2cccs2)S(=O)(=O)c2cccs2)c1 (centres undefined)	-23%

This part in full (from the top)
SMILES	BCR signal inh
COc1cc(C(=O)NCC(c2cccs2)S(=O)(=O)c2cccs2)cc(OC)c1OC (centres undefined)	0%
Cc1nc(-c2ccc(C)c(S(=O)(=O)N3CCC(C(=O)Nc4ccc(Cl)cc4)CC3)c2)no1	u
Cc1ccc(-c2ccc(=O)n(CC(=O)NC(C)c3ccccc3)n2)cc1 (centres undefined)	3%
CCc1ccc(NC(=O)CSc2nnc3[nH]c(=O)cc(-c4ccccc4)n23)cc1	-8%
Cc1nc2nc(SCC(=O)Nc3cccc(Cl)c3)nn2c(C)c1Cc1ccccc1	13%
CCN(CC)CCNc1ncnc2c1cnn2-c1cc(Cl)ccc1C	-6%
COC(=O)C1CCN(C(c2ccccc2Cl)c2sc3nc(-c4ccco4)nn3c2O)CC1 (centres undefined)	5%
Fc1ccc(-n2ncc3c(N4CCCCCC4)ncnc32)cc1	21%
COC(=O)c1cccc(Nc2c(-c3ccc(O)c(OC)c3)nc3nc[nH]n23)c1	u
Cc1ccc(C)c(CN2C(=O)c3ccccc3Sc3ccc(C(=O)NCCCOC(C)C)cc32)c1	u
COc1ccc(NC(=O)C(C(C)C)N2Cc3ccccc3C2=O)cc1 (centres undefined)	0%
Cc1ccc(NC(=O)/C=C/c2ccc(Cl)cc2)c(Br)c1	-3%
Cc1ccc(S(=O)(=O)N(CCc2ccccc2)CC(=O)Nc2ccccc2C)cc1	17%
COc1cc(Cl)c(C)cc1NC(=O)c1cc(S(=O)(=O)N2CCCC2)ccc1F	-1%
CCOc1ccc(-c2nnc(SCC(=O)NC3CCCC3)nc2-c2ccc(OCC)c(OC)c2)cc1OC	-14%
COc1cccc(CNC(=O)C(=O)NCC(c2cccs2)S(=O)(=O)c2cccs2)c1 (centres undefined)	-23%
COc1ccc(CNC(=O)c2ccc(CS(=O)(=O)c3ccccc3OC)o2)cc1	7%
CCOC(=O)c1c(S(=O)(=O)N2CCC(C(=O)Nc3ccc(OCC)cc3)CC2)c(C)n(C)c1C	5%
Clc1cccc(-n2ncc3c(N4CCN(Cc5ccccc5)CC4)ncnc32)c1	u
CCN(CC)C(=O)c1sc2c(c1C)c(=O)n(CCc1ccccc1)c(=O)n2Cc1ccc(C)cc1	u
Fc1ccc(Nc2nc(SCc3cccc(Cl)c3)nc3ccccc23)cc1	u
Cc1ccc(/C=C/c2nc3ccccc3n2S(=O)(=O)c2ccc(Br)cc2)cc1	u
CCOc1ccc(C2C(=O)N(C3CCCCC3)CC(=O)N2C2CCCC2)cc1OC (centres undefined)	-2%
CCCC(=O)C1=C(c2cccc(OC)c2)N(C(=O)CCC)n2c(C)nnc2S1	u
CCCCN(CCCC)S(=O)(=O)c1ccc2oc(C(=O)NCc3ccccc3)c(C)c2c1	5%
Oc1c(C(c2ccc(Br)cc2)N2CCOCC2)sc2nc(-c3ccco3)nn12 (centres undefined)	8%
Cc1cccc(CN2C(=O)c3ccccc3Sc3ccc(C(=O)N4CCCC4)cc32)c1	-1%
CCc1ccc(NC(=O)c2ccc(F)c(S(=O)(=O)N3CCc4ccccc4C3)c2)cc1	13%
O=C(Cc1ccccc1)NC1CC(=O)N(c2ccc3c(c2)OCCO3)C1 (centres undefined)	-24%
CC(=O)c1ccc(NC(=O)c2ccc3c(c2)N(Cc2cccc(Cl)c2)C(=O)c2ccccc2S3=O)cc1 (centres undefined)	8%
CCc1ccc(CNC(=O)Cn2nc(-c3ccc(Cl)cc3)ccc2=O)cc1	-22%
CCOC(=O)CC(=O)CSc1nc2ccccc2c(=O)n1CCc1ccccc1	u
COc1cc(C2C(=O)N(C3CCCCC3)CC(=O)N2CCc2ccccc2)ccc1OC(C)C (centres undefined)	-4%
Cc1nc(-c2cccc(S(=O)(=O)N3CCC(C(=O)NCc4ccccc4Cl)CC3)c2)no1	u
COc1ccc(NC(=O)c2c(NCc3cccc(OC)c3)sc3c2CCC3)cc1	-12%
COC(=O)c1ccc(-n2c(/C=C\c3cccc(Br)c3)nc3ccccc3c2=O)cc1	u
CCOC(=O)c1c(C)[nH]c(C)c1S(=O)(=O)N1CCCC(C(=O)N2CCN(c3ccccc3)CC2)C1 (centres undefined)	10%
CCOc1ccc(NC(=O)C2(c3cccs3)CCOCC2)cc1	5%
COc1ccc(N2CC(NC(=O)c3c(F)cccc3Cl)CC2=O)cc1OC (centres undefined)	9%
CN1C(=O)c2ccccc2Sc2ccc(NC(=O)COc3ccccc3)cc21	u
Oc1c(C(c2ccccc2F)N2CCN(c3ccccc3F)CC2)sc2nc(-c3ccco3)nn12 (centres undefined)	9%
CCOC(=O)c1ccc(NC(=O)c2c(NCc3sccc3C)sc3c2CCCCC3)cc1	u
CCOc1ccc(N2CC(NC(=O)c3ccc(S(=O)(=O)N4CCOCC4)cc3)CC2=O)cc1 (centres undefined)	-27%
CCN(CC)S(=O)(=O)c1ccc2oc(C(=O)Nc3cc(C)ccc3OC)c(C)c2c1	-9%
COc1ccccc1CNC(=O)c1ccc2nc(-c3ccccc3)c(-c3ccccc3)nc2c1	0%
COc1ccccc1CNC(=O)c1ccc2c(c1)nc(C)n2-c1cccc(C)c1	-9%
O=C(Nc1cccc(Cl)c1Cl)c1ccc2c(c1)N(Cc1cccc(Cl)c1)C(=O)c1ccccc1S2=O (centres undefined)	4%
Cc1ccc(C2CCN(C(=O)Nc3ccc(C)c(C)c3)C2)cc1 (centres undefined)	15%
COc1ccc(CNC(=O)c2cc(-c3ccc(OC)c(OC)c3)nc3n[nH]c(-c4ccc(C)cc4)c23)cc1	17%
CCCCN(CC)C(=O)CSc1nc2ccccc2c(=O)n1Cc1ccco1	u
COc1ccc(NC(=O)c2c(NCc3cccc(OC)c3)sc3c2CCCC3)cc1	u
Cc1cn(C)c(CC(=O)N2CCN(c3cccc(C(F)(F)F)c3)CC2)c1C(=O)O	u
Cc1nc2ccccc2n1CCc1nc2c3ccccc3nc(SCc3cccc(F)c3)n2n1	-12%
Cc1nc2c(C(=O)NCc3ccccc3)c[nH]n2c(=O)c1Cc1ccccc1Cl	-13%
CCOC(=O)c1c(SCC(=O)Nc2cccc(C)c2C)nc(=O)[nH]c1C	5%
CCOc1ccc(C2C(=O)N(C3CCCCCC3)CC(=O)N2CCc2ccc(OC)c(OC)c2)cc1OC (centres undefined)	2%
COc1ccc2nc(N3CCN(C(=O)c4ccco4)CC3)sc2c1	1%
CCOc1cc(-c2nnc(SCC(=O)NC3CCCC3)nc2-c2ccc(OC)c(OCC)c2)ccc1OC	-21%
COc1ccc(N2CC(NC(=O)c3ccc(S(=O)(=O)N4CCOCC4)cc3)CC2=O)cc1 (centres undefined)	-1%
COc1ccccc1CNC(=O)c1cc(Sc2cccc(Cl)c2)nc2ccccc12	0%
(continued)
SMILES	BCR signal inh
COc1ccc(Cl)cc1NC(=O)COc1cccc2c(=O)n(C)ccc12	29%
Cc1cccc(C)c1NC(=O)CCSCCc1ccccn1	0%
COc1ccc(C2C(=O)N(C3CCCCCC3)CC(=O)N2CCc2ccccc2)cc1 (centres undefined)	u
CCOC(=O)CC(NS(=O)(=O)c1ccc2[nH]c3c(c2c1)CCCC3)c1ccccc1Cl (centres undefined)	u
Cc1ccc(S(=O)(=O)C(CNC(=O)C(=O)NCCc2ccccc2)c2ccco2)cc1 (centres undefined)	10%
O=C(CSc1nc2ccccc2c(=O)n1CCC(=O)NC1CCCCC1)Nc1ccccc1Cl	2%
O=C(NCc1ccco1)c1ccc2c(c1)N(Cc1ccccc1)C(=O)c1ccccc1S2	-5%
O=C1C(c2ccc(F)cc2)N(CCc2ccccc2)C(=O)CN1C1CCCCC1 (centres undefined)	u
COc1ccccc1CNC(=O)CC1N=C2c3ccccc3N=C(SCC(=O)Nc3ccc(F)cc3)N2C1=O (centres undefined)	-3%
CCOC(=O)c1ccc(-c2ccc(/C=C(\C#N)C(=O)Nc3cccc(C)c3)o2)cc1	1%
CCOC(=O)c1cc(-c2ccccc2)n(CC(=O)NC(C)c2ccccc2)c1C (centres undefined)	-10%
COc1ccc(NC(=O)c2oc3ccc(S(=O)(=O)N4CCC5(CC4)OCCO5)cc3c2C)cc1Cl	-2%
CCc1ccc(NC(=O)c2cc(S(=O)(=O)NC3CCCCCC3)ccc2F)cc1	16%
CCOC(=O)c1cc(C)n(CC2CCC(C(=O)Nc3cccc(Cl)c3)CC2)c1C (centres undefined)	-2%
CCC(C)NC(=O)CN1C(=O)c2cccnc2Oc2ccc(C)cc21 (centres undefined)	-9%

An excerpt of these results, in CSV form:
Structure,BCR signal inh
O=C1C(c2ccc(F)cc2)N(CCc2ccccc2)C(=O)CN1C1CCCCC1 (centres undefined),u
COc1ccccc1CNC(=O)CC1N=C2c3ccccc3N=C(SCC(=O)Nc3ccc(F)cc3)N2C1=O (centres undefined),-3%

Other records follow:
SMILES	BCR signal inh
CCOC(=O)C1CCC(CN(Cc2ccc(OC)cc2)S(=O)(=O)c2ccc(C)cc2)CC1 (centres undefined)	u
CC(C)(C)c1ccc(C(=O)NC(Cc2c[nH]c3ccccc23)C(=O)OCC(=O)c2ccc(Cl)cc2)cc1 (centres undefined)	-1%
Cc1ccc(S(=O)(=O)C(CNC(=O)C(=O)NCCc2ccccc2)c2cccs2)cc1 (centres undefined)	3%
COc1cc2c(cc1OC)n(Cc1ccc([N+](=O)[O-])cc1)c(=O)n1nc(-c3ccccc3)nc21	-5%
COc1ccc(OCC(=O)NCc2ccc3c(c2)CCN3C(=O)c2ccccc2)cc1	u
O=c1nc2c(-c3ccc(F)cc3Cl)n[nH]n2c2ccccc12	u
CSCCC(NS(=O)(=O)c1ccc2c(c1)oc(=O)n2C)C(=O)N1CCN(c2cccc(Cl)c2)CC1 (centres undefined)	4%
Cc1ccc(NC(=O)c2cc(S(=O)(=O)N(C)C3CCCCC3)ccc2F)cc1C	6%
Cc1ccc(S(=O)(=O)CCC(=O)N2CCN(c3nc4c(C)c(C)ccc4s3)CC2)cc1	1%
O=C1c2oc3ccccc3c(=O)c2C(c2cccc(Br)c2)N1c1ccccn1 (centres undefined)	15%
COc1ccc(C(=O)CN2C(=O)N(c3ccc(C(C)=O)cc3)S(=O)(=O)c3ccccc32)cc1	-6%
COc1ccc(OC)c(NC(=O)c2c(NCc3cccs3)sc3c2CCCCC3)c1	-4%
CCOc1ccc(-c2cc(C(=O)NCc3ccccc3Cl)c3ccccc3n2)cc1	1%
Cc1cccc(-n2ncc3c(Nc4ccc(Oc5ccc(Cl)cc5)cc4)ncnc32)c1	10%
O=C(Nc1ccc(Cl)cc1)c1cc(S(=O)(=O)N2CCCc3ccccc32)ccc1F	u
O=C(Cc1ccccc1)N(Cc1cccnc1)c1nc2c(F)cc(F)cc2s1	u
CCOc1ccccc1NC(=O)C1CCN(S(=O)(=O)c2ccc(Br)cc2)CC1	-3%
COc1cccc(/C=C/c2onc(C)c2S(=O)(=O)N2CCC(C(=O)N3CCC(C)CC3)CC2)c1	u
CC(=O)Nc1ccc(C(=O)Nc2ccc3c(c2)N(C2CCCC2)C(=O)c2ccccc2S3)cc1	u
COc1ccc(CNC(=O)C(=O)NCC(c2cccs2)S(=O)(=O)c2ccc(C)cc2)cc1 (centres undefined)	8%
COc1ccc(-n2nc3c(c2NC(=O)C(=O)NCc2ccccc2)CSC3)cc1	21%
CCC(Sc1nc2ccccc2c2nc(CCn3c(C)nc4ccccc43)nn12)C(=O)Nc1ccc(F)cc1 (centres undefined)	0%
Cc1ccc(C2=NN(CC(=O)NCCc3ccc(Cl)cc3)C(=O)CC2)cc1	u
Cc1ccc(NC(=O)CSc2nc3ccccc3c3nc(CCc4c(C)n[nH]c4C)nn23)c(C)c1	1%
CSc1ccc(CNC(=O)c2sc3ncnc(N(C)C4CCCCC4)c3c2C)cc1	14%
Cc1ccc(NC(=O)CN2CCN(S(=O)(=O)c3ccc(C(C)C)cc3)CC2)cc1F	u
COc1ccc(OC)c2sc(N3CCN(C(=O)c4ccc5c(c4)CCCC5)CC3)nc12	u
O=C(Nc1cccc(Cl)c1)N1CC2CCCN2c2ccccc21 (centres undefined)	u
COc1ccc(OC)c(NC(=O)CN2C(=O)c3ccccc3Sc3ccc(C(=O)N4CCCC4)cc32)c1	2%
Cc1ccc(Cl)c2sc(NC(=O)CS(=O)(=O)c3ccc(Cl)cc3)nc12	-5%
O=C(CCS(=O)(=O)c1ccccc1)N(Cc1cccnc1)c1nc2c(Cl)cccc2s1	-3%
